Screens (PubChem BioAssay)
p-CIP stab down = p/CIP-EGFP fusion destabilizers, primary screen, fluorescence, F442A cells | Q05BA5 | 16 h | decrease of EGFP signal, % at 10 µM | actives 0.01% (n = 290,000) | AID 1984, 2009;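 active = EGFP signal decrease of at least 30% at 10 µM or well 3 SD below plate mean, unless failing retest; inactive = the rest, including hits failing retest or dose response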; also: some compounds called inactive have numbers as strong as hits; many of its hits are not listed in these tables
Target sequence (Q05BA5 1-1403): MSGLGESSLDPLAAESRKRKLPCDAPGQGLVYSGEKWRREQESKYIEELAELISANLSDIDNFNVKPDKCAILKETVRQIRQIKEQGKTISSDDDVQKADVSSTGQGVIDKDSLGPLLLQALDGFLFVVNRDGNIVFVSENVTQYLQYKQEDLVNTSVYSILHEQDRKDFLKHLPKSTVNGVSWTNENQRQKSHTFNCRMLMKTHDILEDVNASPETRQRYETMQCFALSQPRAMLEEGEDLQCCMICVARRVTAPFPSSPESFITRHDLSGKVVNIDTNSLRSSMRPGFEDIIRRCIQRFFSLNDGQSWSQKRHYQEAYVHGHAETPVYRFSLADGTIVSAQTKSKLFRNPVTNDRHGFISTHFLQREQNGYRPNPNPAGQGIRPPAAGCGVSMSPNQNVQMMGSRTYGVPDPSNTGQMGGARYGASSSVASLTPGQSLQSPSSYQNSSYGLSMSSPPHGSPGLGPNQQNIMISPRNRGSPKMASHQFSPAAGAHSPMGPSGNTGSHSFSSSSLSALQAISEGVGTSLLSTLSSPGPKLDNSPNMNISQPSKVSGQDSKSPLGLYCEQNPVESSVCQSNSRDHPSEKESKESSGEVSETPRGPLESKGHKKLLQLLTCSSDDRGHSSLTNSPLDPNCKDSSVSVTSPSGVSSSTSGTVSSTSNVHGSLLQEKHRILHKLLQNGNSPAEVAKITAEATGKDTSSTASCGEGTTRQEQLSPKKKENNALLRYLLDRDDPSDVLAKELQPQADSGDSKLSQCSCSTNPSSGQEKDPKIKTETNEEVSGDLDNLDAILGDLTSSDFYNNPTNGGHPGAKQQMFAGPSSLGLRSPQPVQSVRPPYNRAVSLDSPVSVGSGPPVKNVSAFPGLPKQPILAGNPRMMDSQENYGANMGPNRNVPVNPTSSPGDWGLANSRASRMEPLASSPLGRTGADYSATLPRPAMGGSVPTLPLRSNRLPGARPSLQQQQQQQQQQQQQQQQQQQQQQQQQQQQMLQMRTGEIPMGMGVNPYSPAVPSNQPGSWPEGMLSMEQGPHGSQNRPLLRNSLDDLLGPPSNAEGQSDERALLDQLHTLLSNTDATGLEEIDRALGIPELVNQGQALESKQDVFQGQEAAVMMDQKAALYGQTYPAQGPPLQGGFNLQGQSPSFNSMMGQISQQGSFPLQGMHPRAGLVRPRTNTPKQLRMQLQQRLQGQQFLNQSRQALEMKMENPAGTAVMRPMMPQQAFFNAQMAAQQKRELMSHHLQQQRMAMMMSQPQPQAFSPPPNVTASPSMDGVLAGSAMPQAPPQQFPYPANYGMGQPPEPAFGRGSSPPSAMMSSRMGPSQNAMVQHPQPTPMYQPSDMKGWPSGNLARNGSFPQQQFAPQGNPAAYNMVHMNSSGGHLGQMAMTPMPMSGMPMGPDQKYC
VIM-2 inh = VIM-2 metallo-beta-lactamase inhibitors, primary screen, biochemical, epi-absorbance readout, Pseudomonas aeruginosa enzyme. purified VIM-2, nitrocefin hydrolysis, epi-absorbance fluorescence. inhibition, % at 5.6 µM. actives 0.89% (n = 290,000);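 active = inhibition above the mean of all tested compounds plus 3 SD, cutoff set per screening run, cut at about 7.5% in these data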;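 also: red hydrolysis product quenches plate fluorescence so inhibitors raise well fluorescence; 0% = enzyme with DMSO and 100% = DMSO without enzyme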
CRFR2-BP antag = antagonists of CRF-BP/CRF-R2 complex, primary screen, cell-based, HEK293, calcium dye fluorescence, uHTS; inhibition, % at 11.8 µM; actives 0.59% (n = 350,000); CRF-induced calcium fluorescence;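 active = inhibition of the ligand-induced calcium signal above about 50% at the single tested concentration, limit read from the data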
SUMO HTRF inh = inhibitors of in vitro SUMOylation cascade, primary screen, biochemical, HTRF, uHTS; HTRF SUMOylation assay, SAE1/SAE2 + UBC9; inhibition, % at 35 µM; AID 2006, 2009; SUMO-conjugating enzyme UBC9 (Homo sapiens), P63279; actives 0.36% (n = 290,000); in the data active = inhibition above about 50%, passing the limit was not always enough; also: strong numbers were not always called active
GalR3 antag = GalR3 antagonists in HEK293 cells, primary screen, cell-based, fluorescence readout; Galanin receptor type 3 (Homo sapiens), O60755; HEK293 GalR3-CNG cAMP membrane potential fluorescence; galR3 body fused to GalR1 C-terminus; inhibition, % at 3 µM; actives 0.44% (n = 360,000);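 active = inhibition above the screen-wide average plus 3 SD, cut at about 13% in these data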;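 also: forskolin and galanin both at EC90 stimulate the cells; cAMP rise reported by CNG channel membrane potential dye signal; 0% = forskolin plus galanin with DMSO and 100% = forskolin alone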
IDE cell inh = human IDE inhibitors in live cells, primary screen, fluorescence polarization, HEK cells, FAbetaB substrate. Insulin-degrading enzyme (Homo sapiens), P14735. FAbetaB cleavage. inhibition, % at 5.59 µM. actives 0.41% (n = 320,000). AID 434962, 2010;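 active = percent inhibition above the average of all tested compounds plus 3 SD, set per screening campaign, cut at about 16% in these data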;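 also: IDE supplied by intact live HEK cells; FP after avidin binding of uncleaved biotin substrate so inhibition keeps polarization high; 0% = DMSO wells and 100% = 60 µM reference IDE inhibitor Ii1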
HCV NS3 hel inh = inhibitors of HCV NS3 helicase, primary screen, biochemical, Cy5 molecular beacon fluorescence. inhibition, % at 10.9 µM. actives 0.56% (n = 290,000). NS3 helicase DNA unwinding. AID 1800, 2009. Hepatitis C virus NS3 helicase;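 active = inhibition above the mean of all tested compounds plus 3 SD, set per campaign, cut at about 35% in these data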;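 also: 0% = DMSO wells and 100% = thioflavine S control wells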
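Material: hepatitis C virus NS3 helicase domain fragment enzyme; measured by: Cy5 fluorescence, 0 and 60 min reads; control set: DMSO and thioflavine S; incubation: 60 min unwinding reaction at 25 °C after ATP addition; read-out basis: % inhibition from 60/0 min fluorescence ratio, DMSO 0%, thioflavine S 100%; repeats: singlicate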
IMP-1 inhibitor = IMP-1 metallo-beta-lactamase inhibitors, primary screen, biochemical, epi-absorbance readout, Pseudomonas aeruginosa enzyme; metallo-beta-lactamase IMP-1 (Pseudomonas aeruginosa); purified IMP-1, nitrocefin hydrolysis, epi-absorbance fluorescence; inhibition, % at 5.6 µM; actives 0.45% (n = 290,000);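 active = inhibition above the mean plus 3 SD of all compounds in the same screening run, cut at about 4.5% in these data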;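 also: 0% = IMP-1 with DMSO and 100% = DMSO wells lacking enzyme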
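System: purified IMP-1 / Input: IMP-1 dispensed at 0.2 nM / Medium: 50 mM HEPES pH 7.1, 50 µM ZnSO4, 0.05% Brij 35 / Timing: 15 min enzyme–compound preincubation, then 25 min nitrocefin reaction, 25 °C / Technique: plate fluorescence quenching by hydrolysis product, ex 480/em 530 nm / Repeats: singlicate testing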
IDE cell activ = human IDE activators in live cells, primary screen, fluorescence polarization, HEK cells, FAbeta-B substrate; Insulin-degrading enzyme (Homo sapiens), P14735; activation, % at 5.96 µM; FAbeta-B cleavage; 0% vehicle, 100% cell-free pure enzyme wells; AID 493087, 2011; actives 0.073% (n = 340,000);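 active = activation above the mean of all tested compounds plus 3 SD, set per screening campaign, cut at about 17% in these data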
The depositor's hits bear a star; . = no result given.

Molecule	VIM-2 inh	IDE cell inh	SUMO HTRF inh	IMP-1 inhibitor	p-CIP stab down	HCV NS3 hel inh	IDE cell activ	GalR3 antag	CRFR2-BP antag
O=C(CNC(=O)c1ccccc1F)OC(C(=O)Nc1cc(C(F)(F)F)ccc1Cl)c1ccccc1 (centres undefined)	-0.3	9	-37	-1.9	6	6	7	-7	-2
COc1ccccc1NC1=NCC(=O)N1Cc1ccccc1	-2.6	-2	-7	-0.8	-1	3	3	-6	3
COc1ccc(Br)c(C(=O)NC2CCCC2)c1	0.5	0	17	-0.1	-3	1	1	2	8
Cc1cnc(C(=O)N2CCN(S(=O)(=O)c3ccc4ccccc4c3)CC2)cn1	0.1	3	17	-5.1	-32	-10	1	0	4
Cc1ccc(C(=O)COC(=O)c2ccccc2N2C(=O)C3C4CCC(C4)C3C2=O)cc1C (centres undefined)	-4.2	1	11	-4.5	-6	2	5	-6	-8
O=C1CN(C(=O)COC(=O)COc2ccc3c(c2)CCC3)c2ccccc2N1	0.4	5	1	1.3	-8	0	3	-1	-4
CCOC(=O)c1cc(-c2ccccc2)sc1NC(=O)CC(C)C	-3.4	2	-5	-5.2	-3	1	-1	-5	10
O=C1CC(c2ccccc2)CC(O)=C1C=Nc1ccccc1 (centres undefined)	1.5	2	-13	-0.5	-16	12	.	-6	-18

3 of the entries above in order of their number in VIM-2 inh, high to low.
Molecule	VIM-2 inh	IDE cell inh	SUMO HTRF inh	IMP-1 inhibitor	p-CIP stab down	HCV NS3 hel inh	IDE cell activ	GalR3 antag	CRFR2-BP antag
O=C1CC(c2ccccc2)CC(O)=C1C=Nc1ccccc1 (centres undefined)	1.5	2	-13	-0.5	-16	12	.	-6	-18
O=C1CN(C(=O)COC(=O)COc2ccc3c(c2)CCC3)c2ccccc2N1	0.4	5	1	1.3	-8	0	3	-1	-4
CCOC(=O)c1cc(-c2ccccc2)sc1NC(=O)CC(C)C	-3.4	2	-5	-5.2	-3	1	-1	-5	10

The list goes on.
Molecule	VIM-2 inh	IDE cell inh	SUMO HTRF inh	IMP-1 inhibitor	p-CIP stab down	HCV NS3 hel inh	IDE cell activ	GalR3 antag	CRFR2-BP antag
COc1cccc(-n2c(C)nn(C)c2=O)c1	-0.8	4	27	-1.8	-4	-20	1	.	16
CCOc1ccccc1CN1CCC(Oc2cccc(C(=O)NCCOC)c2)CC1	-1.4	3	1	-1.1	0	4	3	-11	3
Cc1ccc(CNC(=O)c2ccc(N3CCCC3=O)cc2)cc1	-2.0	7	17	-2.0	1	-2	2	-5	18
CC1CCCCC1NC(=O)C1CCCN(S(=O)(=O)c2ccc(-n3cnnn3)cc2)C1 (centres undefined)	-0.8	-1	11	-0.9	-7	-1	2	-9	7
COc1cc2cc(CN(Cc3nnnn3Cc3ccccc3)CC3CCCO3)c(=O)[nH]c2cc1OC (centres undefined)	-3.2	.	46	-4.7	-6	3	6	2	9
CCc1c(C)nc(N2CCN(c3ccccc3)CC2)[nH]c1=O	0.4	-9	-2	-0.4	6	6	3	-9	1
Cc1ccc(C)c(OCCC(=O)N2CCN(S(=O)(=O)c3ccc([N+](=O)[O-])cc3)CC2)c1	.	-6	.	.	.	.	0	-7	10
CCCC(c1nnnn1Cc1cccs1)N1CCN(c2ccc(OC)cc2)CC1 (centres undefined)	-0.1	4	-1	-2.3	-13	-1	4	-1	16
CCOC(=O)Cc1csc(NC(=O)Nc2ccc(Cl)cc2)n1	-4.1	8	0	-2.1	-2	-6	3	-7	-15
Cc1cc(C(=O)N/N=C/c2ccc(-c3cccc(Br)c3)o2)n[nH]1	-1.7	-7	40	-3.8	-4	-3	.	-1	8
COCCNc1nc(-c2ccc(OC)cc2)c(-c2ccc(OC)cc2)s1	-0.7	7	-13	-1.9	-10	1	3	2	4
CC(=O)c1ccccc1C(=O)N1CCCC(N2CCN(Cc3ccc4c(c3)OCO4)CC2)C1 (centres undefined)	-1.1	-1	3	-0.5	9	4	4	-1	-5
O=C(NNc1cccc(Cl)n1)Nc1cccc(Cl)c1	-1.6	-3	19	-2.4	-6	-3	2	-2	-13
Cc1ccc(NC(=O)Nc2ccno2)cc1	-2.9	6	72*	-2.8	-9	-3	.	-2	0
COc1ccc(-c2cc(C(F)(F)F)n3ncc(C(=O)NCC4CCCO4)c3n2)cc1 (centres undefined)	-0.9	.	-6	-2.1	7	4	5	-1	1
O=[N+]([O-])c1ccc(O)c(/C=N/Nc2ccccc2[N+](=O)[O-])c1	-2.2	-2	16	-0.1	3	5	7	-12	44
CCCCN1CC[C@H]2C=CC[C@@H](C(=O)Nc3ccc(Cl)cc3Cl)[C@H]2C1=O	.	0	.	.	.	.	2	-2	-2
COc1ccc(CN(C)C(=O)c2cc(S(=O)(=O)NCc3ccccc3)ccc2C)c(OC)c1	.	-5	.	.	.	.	5	1	-1
O=S(=O)(c1ccccc1)c1cnc(-c2cccnc2)nc1-c1ccc(Cl)c(Cl)c1	0.0	0	-4	-3.7	0	0	5	0	18
COc1ccc(C/C(C)=N/NC(=S)Nc2ccccc2F)cc1	1.6	-2	-13	0.1	-12	5	0	0	-18
CN(Cc1ccccc1Br)C(=O)CN1C(=O)NC2(CCCCCC2)C1=O	.	6	.	.	.	.	2	-4	-26
CCNC(=O)c1c(O)c2c([nH]c1=O)CCCC2	0.2	0	12	-2.5	-10	-19	-1	-6	-10
CC1CN(Cc2nc3c(c(=O)[nH]c(=O)n3C)n2CC(N)=O)CC(C)O1 (centres undefined)	-3.2	3	6	-2.2	-23	2	8	4	20
CN(C=[N+](C)C)c1cccc2c1C(=O)c1ccccc1C2=O	1.1	1	15	-1.6	-9	0	6	-1	-6
CCC(C(=O)NC(C)(C)C)N(C(=O)Cn1nnc(-c2cccs2)n1)c1cnc2ccccc2c1 (centres undefined)	-3.1	5	0	-3.6	-13	-3	3	-5	6
CC(=O)NNC(=O)c1sc(=S)n2c1[nH]c(=O)c1sccc12	23*	5	-3	-1.2	-4	1	-5	-7	-15
O=C1c2ccccc2NC(c2ccccc2F)N1NS(=O)(=O)c1ccccc1 (centres undefined)	2.1	-1	17	-0.9	-1	6	7	-6	5
CC(=O)Oc1ccc(/C=N/NS(=O)(=O)c2ccc(C)cc2)c(OC(C)=O)c1	-3.5	-2	19	-3.7	-5	-1	3	-9	-1
O=C(C(=O)N1CCCc2ccccc21)c1cn(CC(=O)N2CCOCC2)c2ccccc12	0.8	7	21	-1.2	-5	-54	3	-3	7
Cc1nn(-c2ccccc2)c(Cl)c1C(=O)N1CCN(c2ncnc3c2cnn3-c2ccccc2)CC1	-1.5	11	31	-0.3	1	-5	0	-4	4
O=C(NCCN1CCOCC1)C(=O)NCC1OCCCN1S(=O)(=O)c1ccc(F)cc1 (centres undefined)	-2.0	5	12	-4.2	-10	-8	0	0	-45
COc1cc(C(=O)OCC(=O)Nc2cccc(S(=O)(=O)N3CCCC3)c2)ccc1OCC(C)C	.	3	.	.	.	.	-1	-2	-2
O=C(NCc1ccccn1)c1ccc(NS(=O)(=O)c2cccc(Cl)c2)cc1	0.4	.	3	0.6	-6	-6	4	1	-10
Cc1ccccc1NC(=O)COC(=O)c1ccccc1SCC(=O)N1CCCC1	-2.0	5	-3	-3.8	-6	-4	0	-1	-5
O=C(NC(=S)Nc1ccccc1Br)C1CCCCC1	.	4	.	.	.	.	0	-4	-82
COc1ccc(NC(=O)CC(=O)Nc2ccc(OC)cc2)cc1	.	0	.	.	.	.	2	0	3
COc1ccc(CNn2c(-c3cccc(C)c3)nc3ccccc3c2=O)cc1OC	-2.6	7	-2	-4.4	-4	-1	2	2	-15
CCC(=O)OCC(=O)Nc1ccc2c(c1)OCO2	-2.5	0	10	-2.5	-3	4	2	-10	-3
O=C(c1cnn2cccnc12)N1CCN(c2ccccc2)CC1	-1.6	-2	-5	-0.6	5	-14	1	-12	5
CCOC(=O)c1c(C)oc(NC(=O)CCl)c1C(=O)OCC	-3.1	-4	-1	-1.6	4	7	-2	-4	0
O=C(Cn1nc(Cl)nc1Cl)c1cc2ccccc2oc1=O	-2.5	-6	18	-3.8	-8	18	6	-5	-35
CC(C)(C)c1ccc(C(=O)N2CCCC2c2cccs2)cc1 (centres undefined)	-1.4	0	-30	-2.9	5	-5	-6	-8	-8
CCC(CC(C)(C)O)C(=O)NNC(=S)Nc1ccccc1 (centres undefined)	-2.3	0	2	-2.9	-24	0	2	-6	3
CC1C(=O)N2CCCc3cc(NC(=O)c4ccccc4Br)cc1c32 (centres undefined)	.	7	.	.	.	.	-3	-2	4
CC(/C=N/NC(=O)c1c(Br)cnn1C)=C\c1ccccc1	-3.7	8	-10	-1.6	-11	-6	1	0	22
COc1ccc2[nH]c(C(=O)O)c(NS(=O)(=O)c3ccc(C)c(C)c3)c2c1	2.8	6	13	-2.5	-4	4	1	0	-7
O=C(CCc1nnc2ccc(NCCCN3CCCC3=O)nn12)NCc1ccccc1Cl	-1.8	-2	12	-3.0	6	-6	1	3	3
COc1ccc(-c2cc(=O)[nH]c3ccccc23)cc1	.	6	.	.	.	.	-3	-4	-1
Cc1cccc(N2CCN(CC(O)COc3ccccc3Cl)CC2)c1 (centres undefined)	-1.2	6	-2	-1.6	6	-41	4	-11	-19
O=S(=O)(c1ccc(S(=O)(=O)N2CCCC3(CCCCC3)C2)cc1)N1CCCCC1	-3.9	3	10	-3.6	-19	7	4	1	16
O=[N+]([O-])c1cccc(S(=O)(=O)NCCOc2cccc3cccnc23)c1	-2.1	-1	6	-2.4	-3	-1	-1	-4	3
C1=C(CCNC2=NCCCCC2)CCCC1	1.1	-1	13	-1.2	-6	-2	6	0	-9
CCN(CC)C(=O)c1cn(C)c2ccc(S(=O)(=O)N(CC)CC)cc2c1=O	-0.1	-5	9	-2.7	-7	10	2	-5	19
COc1ccc(CN2CCCC(C(=O)Nc3cccc(-n4cnnn4)c3)C2)c(C)c1C (centres undefined)	1.3	-1	0	0.2	-4	-21	3	-8	-13
O=S(=O)(Nc1nc(-c2ccccc2)cs1)c1cc(Cl)ccc1Cl	1.9	-9	24	-0.9	1	33	4	-9	6
Cc1c(NC(=O)c2ccccc2F)c(=O)n(-c2ccccc2)n1C	-3.3	0	-5	0.0	-1	-4	3	-7	14
Cc1csc(NC(=O)CCSCCc2ccccn2)n1	2.5	-1	-1	-1.4	1	-5	-2	0	3
